# Compound activity from PubChem.
# NFkB transloc inh – blocks IL-1B driven NFkB nuclear translocation in HUVEC cells | HUVEC IL-1B NFkB p65 nuclear translocation imaging | 94,000 tested, 0.43% active | AID 796 | inhibition, % at 2 µM;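 active = inhibition above about 30% together with a positive call from visual inspection of the well image, limit read from the data; inconclusive = inhibition above a set limit but visual check negative; inactive = inhibition not above a set limit, visual check negative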;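 also: nuclear over cytoplasmic p65 intensity ratio measured by imaging; 0% = IL-1B stimulated DMSO wells and 100% = unstimulated DMSO wells; values of inactives mirror those of a sister screen read the other way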
# PLAP inhibitors HTS – PLAP enzyme inhibitors, biochemical, luminescence, HTS (AID 690); purified PLAP, luminescent substrate; higher % means a stronger effect; inhibition, % at 20 µM, or IC50 in µM where a hit was titrated; 96,000 tested, 0.08% active; in the data active = a potency from the dose series; inactive = the rest, 99 in 100 with inhibition below about 30%; also: strong numbers were not always called active
# Bcl-B displacement – displacers of TR3 peptide from Bcl-B, primary screen, selectivity assay for Bfl-1 inhibitor project, biochemical, fluorescence polarization | FP displacement of FITC-TR3 peptide from Bcl-B; higher % means a stronger effect | displacement, % at 20 µM; hits with a dose series show IC50 in µM | 96,000 tested, 0.11% active | AID 748;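 active = displacement above 50% at 20 µM plus a fluorescence interference ratio under 1.5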;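 also: plate controls were wells without compound for no effect and wells lacking Bcl-B protein for full effect; a part of the inactive calls stands beside numbers as strong as those of hits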
# MRP resist rev – reverses drug resistance mediated by MRP; 85,000 tested, 0.04% active; AID 602; H69AR cells + 2 uM doxorubicin, CellTiter-Glo, 72 h; differential viability (reversal), % at 10 µM;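 active = viability drop by adding the cancer drug above about 55%, with treated viability meeting a 40% cutoff, limit read from the data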;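 also: viability without doxorubicin minus viability with 2 µM doxorubicin for each compound; larger differential means the compound sensitizes cells more to doxorubicin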
# IL1B NFkB pot – enhances IL-1B driven NFkB nuclear translocation. HUVEC IL-1B NFkB p65 nuclear translocation imaging. activation, % at 2 µM. 94,000 tested, 0.3% active. AID 819;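 active = activation above 40%, about the mean plus 3 SD, also judged a hit on visual image review; inconclusive = activation above 40% but not a hit on visual review; inactive = activation not above 40% and no visual hit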;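 also: percent activation is computed from the nuclear over cytoplasmic p65 intensity ratio; values of inactives mirror those of a sister screen read the other way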
# MRP resist rev cytotoxicity – further read-out of MRP resist rev, marked with its call; viability, %; H69AR cells, CellTiter-Glo, 72 h; measured here: cytotoxicity without doxorubicin
# MRP resist rev with doxorubicin – recorded beside MRP resist rev, whose call it bears; viability, %; measured here: viability with 2 uM doxorubicin; hits give low values
# NFkB transloc inh cell count 2 µM – second read-out of NFkB transloc inh, no call of its own (marks repeat the call); cell count; measured here: cells passing quality filter;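 raw number of nuclei counted in each imaged well without normalization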
# IL1B NFkB pot cell count 2 µM – further read-out of IL1B NFkB pot, marked with its call; cell count; measured here: cells passing quality filter
# * hit, by the source's call; ? = inconclusive; / = no result given. The list is partial; count on the stated rates, not on these rows.
# Results follow in this order: NFkB transloc inh	NFkB transloc inh cell count 2 µM	PLAP inhibitors HTS	Bcl-B displacement	MRP resist rev	MRP resist rev cytotoxicity	MRP resist rev with doxorubicin	IL1B NFkB pot	IL1B NFkB pot cell count 2 µM
1	CCOc1ccc2nc(SC3CC(=O)N(c4ccc(OC)cc4)C3=O)sc2c1 (stereo unspecified)
    0	114	-5%	-5%	/	/	/	0	114
2	COC(=O)c1ccc(S(=O)(=O)N2CCC(c3nc4ccccc4o3)CC2)cc1
    -1	153	8%	-103%	-17	81	98	1	153
3	O=C1N/C(=C\c2ccc(O)cc2)C(=O)c2ccccc21
    -11	158	32%	0%	/	/	/	11	158
4	COc1ccc(NC(=O)CSc2nncn2C)c([N+](=O)[O-])c1
    4	160	10%	3%	/	/	/	1	125
5	COc1ccccc1NC(=O)c1cc(S(=O)(=O)N2CCC3(CC2)OCCO3)ccc1F
    -6	94	6%	0%	1	86	85	6	94
6	CCOc1cc(C2C(C#N)=C(N)OC(C)=C2C(C)=O)c(Br)c(Br)c1OC(C)C (stereo unspecified)
    -24	73	/	/	-3	3	6	24	73
7	O=S1(=O)N=C2CCCCCN2C(c2ccncc2)N1 (stereo unspecified)
    -8	96	18%	6%	-9	64	72	8	96
8	COC(=O)CS(=O)(=O)c1ccc2c(c1)CC(=O)N2
    -2	89	1%	-5%	5	102	98	2	89
9	O=C(Nc1ccc2nn(-c3ccccc3)nc2c1)c1cccs1
    -18	153	-5%	-6%	-16	66	82	18	153
10	CNC(=O)CC(C(=O)O)c1ccc(OC(C)C)cc1 (stereo unspecified)
    -20	145	-9%	11%	13	100	88	20	145
11	Cc1cc(Oc2ccccc2)nc(NCc2ccccc2)n1
    -1	170	-6%	14%	-28	53	81	1	170
12	Cc1cccc(NC(=O)CSc2nnc([C@@H](N)Cc3ccccc3)o2)c1C
    /	/	-21%	-2%	18	102	84	/	/
13	CC1CCc2c(sc(N)c2C(N)=O)C1 (stereo unspecified)
    8	115	-40%	-3%	1	99	97	-8	115
14	O=C(Nc1ccn(Cc2ccc(Cl)cc2)n1)c1ccc2c(c1)OCO2
    -5	107	22%	-8%	25	109	84	5	107
15	CCOC(=O)/C=c1\s/c(=C\c2ccccc2OC)c(=O)n1CC(=O)N1CCOCC1
    0	84	-40%	-20%	-8	59	66	0	84
16	CCC(=O)Nc1cccc(NC(=O)c2ccc3c(c2)OCO3)c1
    -7	163	6%	-2%	-2	79	81	7	163
17	Cc1cccc(-n2c(CCN3C(=O)c4ccccc4C3=O)nc3ccccc3c2=O)n1
    1	120	-25%	-3%	0	81	81	-1	120
18	CCC(=O)Nc1nc(-c2ccc3c(c2)OCCO3)cs1
    15	174	16%	-2%	-4	74	78	-15	174
19	CN(C)Cc1cc(CN(C)C)c(O)c(CCc2ccccc2)n1
    -28	127	12%	0%	19	93	74	28	127
20	CCNC(=O)C/C(C)=N/NC(=O)C12CC3CC(CC(C3)C1)C2
    -11	99	4%	1%	/	/	/	11	99
21	CCCCOc1ccc(Cl)cc1CSc1nnc(CC)n1N
    -37	142	1%	5%	-18	59	77	37	142
22	Cc1cc(C)n(-c2ccc(C(=O)NC3=NCCS3)cc2)n1
    -5	70	/	10%	-4	92	96	5	70
23	CCN1CCN(c2nc(SC)nc3sc4c(c23)CC(C)(C)OC4)CC1
    /	/	-60%	4%	6	104	98	/	/
24	COc1ccc(NC(=S)N2CCC(c3nc4ccc(Cl)cc4[nH]3)CC2)c(OC)c1
    -12	128	-17%	3%	/	/	/	12	128
25	O=C(NCCN1C(=O)C2C3C=CC(C3)C2C1=O)Nc1ccccn1 (stereo unspecified)
    /	/	-14%	-1%	9	98	89	/	/
26	CCOC(=O)c1[nH]nc2c1C(=O)N(CC)C2=O
    5	198	7%	-9%	-11	90	101	-5	198
27	N#Cc1c(NC(=O)CSCC(=O)O)sc2c1CCCC2
    -2	164	0%	1%	10	104	94	2	164
28	Cc1cc(C)n2nc(Nc3ccccc3)cc2n1
    8	103	-13%	9%	-1	74	75	-8	103
29	O/N=C(\c1ccc(Cl)cc1Cl)c1ncc(C(F)(F)F)cc1Cl
    3	162	-16%	-8%	-11	43	53	-3	162
30	Cc1c(Cl)cccc1N1C(=O)C(N2C(=O)c3cccc([N+](=O)[O-])c3C2=O)C1c1cccs1 (stereo unspecified)
    -2	148	-19%	-5%	4	90	87	2	148
31	O=C(CSc1nnc(C2CC2)n1Cc1ccccc1)N1CCN(S(=O)(=O)c2ccccc2)CC1
    7	129	-73%	10%	44	72	28	-7	129
32	CC1(C)C(=O)N(OCc2ccccc2)C(C)(C)C(=O)N1OCc1ccccc1
    3	181	1%	2%	-3	94	97	-3	181
33	N[C@@]12CCc3nonc3[C@]1(O)CC(c1ccccc1)=[N+]2[O-]
    0	184	-3%	1%	9	97	88	0	184
34	Clc1c(-c2nnc3n2CCC3)sc2ccccc12
    /	/	3%	-3%	16	94	78	/	/
35	COc1ccc(CNC(=O)C(OC(=O)c2ccco2)c2ccc(OC)cc2)cc1 (stereo unspecified)
    -5	91	/	/	22	110	88	5	91
36	COc1cc2c(cc1NC(=O)C(C)N1CCN(S(=O)(=O)c3ccccc3[N+](=O)[O-])CC1)oc1ccccc12 (stereo unspecified)
    -12	172	-50%	-4%	/	/	/	12	172
37	Cc1c(Cl)c(C(=O)NC2C3CC4CC(C3)CC2C4)nn1C (stereo unspecified)
    -29	171	/	/	20	99	79	29	171
38	COc1cc(-c2nn3c(C4CCCCC4)nnc3s2)cc(OC)c1OC
    -25	130	-50%	5%	-14	94	108	25	130
39	CCCc1nc(S(=O)(=O)Cc2ccc(Cl)cc2Cl)n[nH]1
    12	114	32%	12%	-9	86	96	-12	114
40	c1ccc(-c2csc(N3CCN(c4ccccn4)CC3)n2)cc1
    -11	122	12%	-5%	9	98	89	11	122
41	Cc1ccc(CCNC(=O)CS(=O)Cc2nc(-c3cccc(C)c3)oc2C)cc1 (stereo unspecified)
    /	/	-59%	-11%	15	88	73	/	/
42	Cc1ccc2[nH]c(=O)c(CN(Cc3nnnn3C3CCCC3)C3CCCCC3)cc2c1
    -12	90	-3%	1%	12	88	76	12	90
43	NC(=O)CSc1nc2sc3c(c2c2ncnn12)CCCC3
    8	194	9%	-12%	14	100	86	-8	194
44	COc1ccc(Nc2ncc3c(n2)CC(c2ccccc2)CC3=O)cc1 (stereo unspecified)
    /	/	19%	6%	-6	61	67	/	/
45	CC1CCN(S(=O)(=O)c2ccc(NC(=O)CN3CCN(C)CC3)cc2)CC1
    -5	131	3%	-4%	13	103	90	5	131
46	COC(=O)c1cc(COc2ccc3ccc(=O)oc3c2)c(C)o1
    -8	135	-45%	-8%	10	86	77	8	135
47	O=C(Cn1cc(C(=O)c2ccco2)c2ccccc21)Nc1ccccc1
    6	48	-29%	-3%	4	92	88	-6	48
48	Cc1nnc2ccc(N3CCN(c4ccccn4)CC3)nn12
    1	186	19%	10%	-3	84	87	-1	186
49	O=C(NCc1ccco1)c1ccc(Oc2ccccc2)cc1
    ?	/	16%	-5%	/	/	/	-57	172
50	O=C(NC(=S)Nc1cccc2cccnc12)c1ccccc1
    -2	120	10%	-1%	/	/	/	2	120
51	O=C(NCc1ccco1)c1nc2ncccn2n1
    3	168	11%	-7%	-5	94	99	-3	168
52	COc1ccc(C(=O)Nc2nc3ccccc3c(=O)[nH]2)cc1
    -10	180	17%	9%	-13	71	84	10	180
53	CC1(C)CC(=O)C=C(NCCO)C1
    -26	177	-18%	0%	2	96	93	26	177
54	CCOC(=O)CCC(=O)OCC(=O)NC(C)C1CC2CCC1C2 (stereo unspecified)
    -8	68	-5%	-14%	1	91	91	8	68
55	O=C(CCN1CCN(Cc2ccccc2)CC1)Nc1ccc(OCc2ccccc2)cc1
    3	74	-54%	-9%	-20	29	48	-3	74
56	c1ccc2c(CNCCN3CCOCC3)cccc2c1
    -16	198	-18%	3%	3	93	90	16	198
57	COc1ccc(Nc2nc(Cl)nc(NCc3ccco3)n2)cc1
    /	/	-4%	6%	/	/	/	/	/
58	COc1ccc(-c2nnc(SCc3nnc(-c4ccccc4)o3)n2-c2ccccc2)cc1
    -5	130	-7%	15%	1	3	2	5	130
59	CC(C)On1c(SC(C)C)nc2ccccc2c1=O
    -14	171	4%	2%	2	84	82	14	171
60	CC1(C)CC(=O)C(C(c2cccnc2)C2C(=O)CC(C)(C)CC2=O)C(=O)C1
    7	188	14%	0%	/	/	/	-7	188

# The closing two entries of the section above lead into the next.
# Results follow in this order: NFkB transloc inh	NFkB transloc inh cell count 2 µM	PLAP inhibitors HTS	Bcl-B displacement	MRP resist rev	MRP resist rev cytotoxicity	MRP resist rev with doxorubicin	IL1B NFkB pot	IL1B NFkB pot cell count 2 µM
59	CC(C)On1c(SC(C)C)nc2ccccc2c1=O
    -14	171	4%	2%	2	84	82	14	171
60	CC1(C)CC(=O)C(C(c2cccnc2)C2C(=O)CC(C)(C)CC2=O)C(=O)C1
    7	188	14%	0%	/	/	/	-7	188
61	Cn1sc(NC(=O)c2ccc(Cl)cc2)nc1=O
    -2	106	-14%	12%	/	/	/	2	106
62	Cc1ccc(-n2c(C)nnc2SCC(=O)N2CCc3ccccc3C2)cc1C
    -5	130	-51%	0%	/	/	/	5	130
63	CC(C)Oc1ccc(C(=O)Nc2ccc(N3CCCC3)cc2)cc1
    7	183	-42%	0%	/	/	/	-7	183
64	C/C(=N\NC(=S)NCCc1ccccc1)c1ccc(C#N)cc1
    -5	191	15%	7%	/	/	/	5	191
65	CC(Oc1ccc(NC(=O)c2ccco2)cc1)C(=O)N1c2ccccc2CC1C (stereo unspecified)
    4	76	0%	-3%	2	83	81	-4	76
66	Cc1cccc(C)c1Nc1nc2ccccc2o1
    /	/	1%	1%	-1	92	92	/	/
67	O=C(COc1ccc(S(=O)(=O)NCCc2ccccc2)cc1)N1CCCC1
    -16	143	-2%	-7%	-6	91	97	16	143
68	O=C(Nc1c2ccccc2nc2ccccc12)C(Cl)(Cl)Cl
    -4	111	0%	23%	/	/	/	3	111
69	Cn1c(=O)cc(SCC(=O)NCc2cccnc2)c2ccccc21
    -13	141	/	/	-2	88	90	13	141
70	CCN(CC)CCNC(=O)c1cn(CC)c2ccc(S(=O)(=O)N(C)C)cc2c1=O
    -7	61	-13%	15%	-1	92	94	7	61
71	COc1cccc(CNC(=O)c2cc3ccccn3n2)c1
    4	175	24%	-7%	2	94	92	-4	175
72	Cc1ccc(S(=O)(=O)N2CCCC2c2nc3ccccc3s2)cc1 (stereo unspecified)
    3	155	17%	4%	/	/	/	-3	155
73	COc1ccc2c(CN(C)c3ccccc3)cc(=O)oc2c1
    -25	186	-47%	4%	5	83	78	25	186
74	O=C(O)CC(=O)Nc1ccccc1C(=O)O
    -12	152	16%	6%	5	109	104	12	152
75	O=C(CC1CCCCC1)NCC1CCCO1 (stereo unspecified)
    -6	152	2%	-7%	-2	93	95	7	152
76	CSc1ccc(S(=O)(=O)NC2CCCCC2)cc1
    16	157	15%	1%	-2	103	105	-16	157
77	CC(C)CCNC(=O)C(C)N(Cc1ccc(F)cc1)C(=O)c1ccc(CN2CCCCC2)o1 (stereo unspecified)
    -26	122	-49%	-5%	-15	60	75	26	122
78	COc1ccc(CC(=O)OC(C)CN2CCCC2)cc1 (stereo unspecified)
    /	/	24%	-4%	-4	101	105	/	/
79	Cc1ccccc1C(=O)NC(=S)Nc1sc2c(c1C#N)CCC(C)C2 (stereo unspecified)
    9	124	10%	-1%	/	/	/	-9	124
80	Cc1cc(C(F)F)n2ncc(C(=O)NCCc3ccc(Cl)cc3)c2n1
    -3	71	-21%	1%	-11	78	89	3	71
81	O=C(Nc1ccccc1C(F)(F)F)c1cc(-c2cccc(O)c2)on1
    -14	165	-6%	-7%	/	/	/	14	165
